NOD2-RIPK2 inh – inhibitors of human NOD2-RIPK2 interaction. 0.38% of 360,000 active. O43353. inhibition, % at 4.98 µM. AID 624267. CHO BLA complementation NOD2-RIPK2, CCF4 ratio; in the data active means inhibition above about 21%;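 further: 0% = vehicle only and 100% = reference blocker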
SRC3 inh – inhibits human SRC3 coactivator. inhibition, % at 3.6 µM. Q9Y6Q9. HEK293 GAL4-SRC3 luciferase reporter, luminescence. AID 588352. 0.17% of 360,000 active;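 active means inhibition above a per-campaign cutoff, the mean of all compounds plus 3 SD, cut at about 60% in these data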;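 further: 0% = DMSO-treated cells and 100% = gossypol-treated cells at 36 µM; higher means less SRC3-driven luciferase light from the GAL4 reporter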
MC4R antag cAMP – antagonists of human melanocortin 4 receptor (MC4R) | 0.48% of 360,000 active | P32245 | MC4R-expressing cells, MTII-stimulated cAMP, LANCE TR-FRET | inhibition, % at 6.5 µM | AID 540295;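 active means inhibition above its plate's cutoff, the mean of tested wells on that plate plus 3 SD, cut at about 29% in these data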;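 further: 0% = Melanotan II alone and 100% = Melanotan II plus saturating MCL0020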
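System: U2OS cells stably expressing human melanocortin 4 receptor (MC4R). Reagent: Melanotan II challenge after compound preincubation. Doses: 6.5 µM. Times: 30-min compound, 1-h challenge, 1-h detection, room temperature. Measured by: TR-FRET with Eu-cAMP and labeled anti-cAMP, 671 nm. Replicates: singlicate.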
LMP1 NFkB inh – Epstein-Barr LMP1 NF-kappaB reporter inhibition | inhibition, % at 12.5 µM | 0.69% of 350,000 active | LMP1-induced NF-kappaB luciferase reporter cells, luminescence | AID 504558; in the data active means inhibition above about 41%;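 further: 0% = neutral control wells and 100% = reference inhibitor control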
COUP-TFII inh – inhibitors of human COUP-TFII (NR2F2); inhibition, % at 8.6 µM; HEK293T NGFI-A luciferase reporter, luminescence; 0.7% of 370,000 active; P24468;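 active means inhibition above a per-plate cutoff, mean inhibition of test wells between control levels plus 3 SD, cut at about 38% in these data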;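 further: cells cotransfected with COUP-TFII expression vector driving the NGFI-A reporter; 0% = median of COUP-TF2 test wells and 100% = reporter-only cells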
MC4R ag barr – human MC4R agonism via beta-arrestin. U2OS MC4R beta-arrestin complementation, luminescence; percent of melanotan II response, DMSO zero. activation, % at 8.9 µM. P32245. 0.98% of 360,000 active;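 active means activation above a per-plate cutoff, the mean activation of sample wells on that plate plus 3 SD, cut at about 8% in these data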
NCOA2 inhibitor – human SRC2 (NCOA2) inhibition; Q15596; HEK293 GAL4-SRC2 luciferase reporter, luminescence; inhibition, % at 9 µM; 0.17% of 370,000 active; AID 651957;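 active means inhibition above the mean inhibition of all tested compounds plus 3 SD, set per campaign, cut at about 52% in these data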;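 further: 0% = DMSO treated cells and 100% = cells given Gossypol at 36 µM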
Target sequence (Q15596 whole entry, looked up, the tested form may be a part): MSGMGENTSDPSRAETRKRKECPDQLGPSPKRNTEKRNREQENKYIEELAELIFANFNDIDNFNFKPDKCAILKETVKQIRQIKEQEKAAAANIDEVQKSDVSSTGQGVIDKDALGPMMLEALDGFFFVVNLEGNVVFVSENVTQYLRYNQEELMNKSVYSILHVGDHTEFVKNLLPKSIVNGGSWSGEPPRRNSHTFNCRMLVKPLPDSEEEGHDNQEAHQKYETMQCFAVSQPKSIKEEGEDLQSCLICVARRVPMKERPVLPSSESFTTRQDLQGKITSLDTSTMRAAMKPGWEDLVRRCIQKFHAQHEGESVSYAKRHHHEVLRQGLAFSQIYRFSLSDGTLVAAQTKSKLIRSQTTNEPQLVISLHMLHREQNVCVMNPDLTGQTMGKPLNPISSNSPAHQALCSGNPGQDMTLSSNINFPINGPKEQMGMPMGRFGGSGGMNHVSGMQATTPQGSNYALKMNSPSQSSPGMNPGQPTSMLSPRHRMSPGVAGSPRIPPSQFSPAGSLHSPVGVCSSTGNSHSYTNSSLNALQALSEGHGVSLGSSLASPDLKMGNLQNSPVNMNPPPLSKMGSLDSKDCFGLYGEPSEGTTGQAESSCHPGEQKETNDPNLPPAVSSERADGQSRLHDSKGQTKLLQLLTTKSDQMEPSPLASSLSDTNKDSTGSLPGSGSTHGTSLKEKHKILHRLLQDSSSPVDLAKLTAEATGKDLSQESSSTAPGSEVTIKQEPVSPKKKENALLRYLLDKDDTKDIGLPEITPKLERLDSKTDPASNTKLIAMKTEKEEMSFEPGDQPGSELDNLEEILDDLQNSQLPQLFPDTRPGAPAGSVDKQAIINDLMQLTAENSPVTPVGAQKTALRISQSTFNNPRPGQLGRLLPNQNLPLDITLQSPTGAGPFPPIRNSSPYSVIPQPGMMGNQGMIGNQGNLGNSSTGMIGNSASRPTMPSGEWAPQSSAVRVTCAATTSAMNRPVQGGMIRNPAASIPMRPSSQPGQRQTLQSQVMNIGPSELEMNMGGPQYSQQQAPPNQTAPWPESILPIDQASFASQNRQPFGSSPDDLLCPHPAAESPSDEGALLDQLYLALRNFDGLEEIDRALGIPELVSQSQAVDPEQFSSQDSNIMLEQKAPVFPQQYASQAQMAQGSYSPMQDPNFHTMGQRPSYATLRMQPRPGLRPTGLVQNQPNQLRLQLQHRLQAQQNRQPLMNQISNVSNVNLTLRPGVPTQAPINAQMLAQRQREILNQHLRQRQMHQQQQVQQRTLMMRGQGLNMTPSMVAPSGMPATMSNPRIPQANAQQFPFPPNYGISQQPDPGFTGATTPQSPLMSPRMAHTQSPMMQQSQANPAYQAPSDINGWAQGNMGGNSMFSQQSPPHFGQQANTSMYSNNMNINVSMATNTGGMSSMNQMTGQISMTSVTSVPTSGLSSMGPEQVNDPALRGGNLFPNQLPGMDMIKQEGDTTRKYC
TLR9-MyD88 inh – inhibitors of human TLR9-MyD88 binding; Q9NR96+Q99836; CHO BLA complementation TLR9-MyD88, CCF4 FRET ratio; 0.21% of 340,000 active; AID 504734; inhibition, % at 4.98 µM;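 active means inhibition above the mean over all tested compounds plus 3 SD, cut at about 21% in these data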;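 further: 0% = DMSO only wells and 100% = clavulanate BLA inhibitor control wells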
ABHD5-PLIN5 inh – blocks binding of human ABHD5 to perilipin-5; Split G. princeps luciferase complementation, luminescence, 4 h; inhibition, % at 4 µM; 0.78% of 360,000 active; AID 602281;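 active means inhibition above the mean inhibition across every tested compound plus 3 SD, cut at about 22% in these data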;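 further: 0% = DMSO only wells and the 100% control is not disclosed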
LRH-1 inv ag – NR5A2 inverse agonism in reporter assay; O00482; HEK293T StAR-luciferase reporter, LRH-1 transfected, 24 h; inhibition, % at 3.6 µM; 0.13% of 360,000 active; AID 602396;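 active means inhibition above the mean inhibition of all tested compounds plus 3 SD, cut at about 73% in these data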;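 further: 0% = DMSO wells and 100% = reporter-only cells lacking LRH-1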
NCOA1 inh – inhibits human SRC1 coactivator; 0.12% of 360,000 active; inhibition, % at 3.6 µM; HEK293 GAL4-SRC1 luciferase reporter, luminescence; Q15788; AID 588354;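 active means inhibition above the campaign mean plus 3 SD, with each screening campaign given its own cutoff, cut at about 60% in these data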;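 further: 0% = DMSO treated cells and 100% = gossypol at 36 µM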
The depositor's hits bear a star; nt = no result given. An excerpt; count on the stated rates, not on these rows.

cpd	molecule	NOD2-RIPK2 inh	SRC3 inh	MC4R antag cAMP	LMP1 NFkB inh	COUP-TFII inh	MC4R ag barr	NCOA2 inhibitor	TLR9-MyD88 inh	ABHD5-PLIN5 inh	LRH-1 inv ag	NCOA1 inh
1	CN(C)S(=O)(=O)c1ccc2c(c1)c(=O)c(C(=O)N1CCN(c3ccccn3)CC1)cn2C	2.7	4.0	0.6	-2.1	-3.6	-3.0	6.7	-0.2	-0.2	-23.3	-6.5
2	CCCCNC(=O)O/N=C(\N)CS(=O)(=O)C(C)(C)C	-2.8	-11.2	6.9	0.4	7.7	-0.8	-19.3	-0.2	-3.5	-4.3	-19.4
3	Nc1ncnc2c1ncn2[C@@H]1O[C@H](C(=O)NS(=O)(=O)c2cccc(F)c2)[C@@H](O)[C@H]1O	5.8	2.3	nt	nt	-14.0	nt	-2.9	nt	3.1	-24.9	4.2
4	COC(=O)Nc1nc(C)c(C(=O)N(C)C)s1	-11.8	16.5	-7.1	-2.8	-3.9	-1.4	-18.2	3.5	1.5	-1.1	-27.0
5	COc1cccc(OCc2nnc(SCC(=O)OC3CCCCC3)n2C)c1	0.7	-31.1	11.6	-16.0	-1.6	-2.1	-10.3	-3.4	1.1	11.0	-11.4
6	CCOc1ccc(C(O)Cn2c(=N)n(CCN3CCCCC3)c3ccccc32)cc1 (configuration not stated)	4.7	9.7	6.7	-47.4	-8.7	-2.3	20.9	4.5	-0.3	-25.8	-19.5
7	CCOc1ccc(NC(=O)CN2C(=O)C3CC=CCC3C2=O)cc1 (configuration not stated)	8.0	-9.1	12.2	3.5	-9.2	-0.8	-2.5	5.7	5.1	-0.5	-33.0
8	COc1cccc(-c2c(-c3ccccc3OC)ncn2Cc2cccc(-c3ccccc3)c2)c1	0.0	nt	nt	nt	10.8	nt	0.4	nt	16.0	10.2	nt
9	CCOC(=O)C(NC(=O)c1ccc(F)cc1)(Nc1sc2c(c1C(N)=O)CCC2)C(F)(F)F (configuration not stated)	-3.9	2.9	8.4	7.9	20.1	-2.8	4.4	0.8	-5.3	6.3	18.9
10	COc1ccccc1N(CC(O)CN1C(=O)NC(C)(C)C1=O)S(=O)(=O)c1ccc(C)cc1 (configuration not stated)	-21.2	-25.1	2.7	-5.4	-0.7	-1.9	7.5	-7.6	1.3	0.9	-6.5
11	Cc1ccc(S(=O)(=O)c2nc(-c3ccco3)oc2N2CCC(C)CC2)cc1	-3.2	1.5	3.3	5.0	-10.2	0.1	-1.5	-3.2	3.2	17.2	-2.2
12	COc1ccc2oc(=O)c(C(=O)NCC3CCCO3)cc2c1 (configuration not stated)	5.8	-0.4	-2.1	-5.7	2.5	-0.9	-30.1	4.9	-0.4	-32.7	-34.2
13	Cc1cc(C)c(NC(=O)CSc2nc3ncc(Cl)cc3[nH]2)c(C)c1	-7.7	0.9	-1.5	1.1	9.8	1.9	3.6	-12.9	5.0	5.1	-9.9
14	C(#Cc1ccc2c(c1)COc1c3ccccc3nn1-2)c1ccccc1	2.8	-50.1	5.8	-28.3	-40.7	0.6	-66.6	3.4	2.8	-37.0	-71.6
15	CC1=CC(=O)C=C/C1=C(/c1ccc(O)cc1C)c1ccccc1S(=O)(=O)O	-4.2	-5.2	6.2	-13.6	-3.1	-4.2	0.0	2.1	3.8	8.7	-16.8
16	COc1ccc(NC(=S)N(CCc2c(C)[nH]c3ccc(C)cc23)Cc2cccnc2)cc1	5.5	-10.7	2.1	-12.3	1.9	-1.8	-4.0	-3.0	-5.5	18.7	-21.2
17	CC(=O)C(C(C)=O)C(NC(=O)c1cccnc1)(C(F)(F)F)C(F)(F)F	4.4	-1.0	1.6	0.3	-5.4	0.7	1.7	5.5	4.2	-8.1	-13.8
18	COc1nc(NC(C)(C)C)nc(Oc2ccc(=O)n(-c3ccccc3)n2)n1	-9.0	-4.5	0.3	3.2	-0.4	1.9	3.6	-13.3	2.3	-1.4	9.0
19	O=C(Cc1csc(NC(=O)Nc2ccc(Cl)cc2)n1)NCc1ccccn1	8.6	-44.4	3.8	4.0	-35.2	-4.7	-24.6	2.1	-7.0	-27.1	-33.7
20	COc1ccc(C)cc1-n1c(=O)c2ccccc2c2ccccc2c1=O	5.9	3.2	10.8	-1.6	-13.9	-2.2	-0.1	-13.1	7.0	18.0	-3.4
21	CC(C)N(C(=O)[C@H]1C[C@H](CC(=O)NCCc2ccccn2)C(=O)N2CCc3c([nH]c4cc(CCC(=O)N(C)C)ccc34)[C@]12C)C(C)C	-2.1	4.2	11.8	-6.3	-9.8	-2.2	-13.3	-3.8	0.8	0.1	-7.0
22	COc1cc2c(cc1OC)-c1cc(NC3CCCCCCC3)nc(=O)n1CC2	1.8	-19.8	-2.8	17.5	-33.1	0.9	-25.9	-5.6	2.2	3.9	-54.1
23	CCCN=C1N(C)C[C@@H]2[C@@H]3C(=O)N(C)C(=O)[C@@H]3[C@](C)(C(=O)OC)N12	-7.0	-8.6	-3.1	1.7	-15.4	0.3	-7.2	-1.7	4.6	7.8	-4.5
24	COc1ccccc1C(=O)N1CC(=O)Nc2ccc(C)cc2C1c1ccc(F)cc1 (configuration not stated)	-8.1	-2.6	-0.6	3.2	9.7	-1.2	15.9	8.4	-3.7	3.4	-5.7
25	CSCCC(NC(=O)c1ccco1)C(=O)OCC(=O)N1c2ccccc2NC(=O)C1(C)C (configuration not stated)	-10.0	-7.1	21.3	-3.9	-4.0	-1.7	-16.7	-4.2	3.5	14.7	-18.5
26	CCC(C(=O)Nc1cc(Cl)c(OC)cc1OC)c1ccccc1 (configuration not stated)	-0.2	23.1	3.6	-0.9	3.8	-1.4	1.2	0.9	3.1	-1.3	-2.7
27	COc1ccccc1NC(C)C(=O)Nc1ccc(C(C)=O)cc1 (configuration not stated)	9.9	9.0	13.4	6.5	-18.0	-1.1	4.7	3.7	1.0	20.0	4.4
28	CCc1cc(CNC(=O)c2cccc(OC3CCN(S(C)(=O)=O)CC3)c2)on1	5.8	-14.6	3.8	14.4	8.1	-3.5	-16.9	6.7	1.9	-0.2	3.2
29	Cn1c(NC2CCCCC2)c(N=O)c(=O)n(C)c1=O	6.8	11.3	-3.4	-2.3	14.5	-1.0	12.7	-1.1	-5.3	6.9	-23.2
30	COc1cccc(CN2CCNC(=O)C2CC(=O)N2CCCCO2)c1OC (configuration not stated)	-6.0	-14.6	10.6	0.7	-5.9	-1.0	0.2	12.1	-5.2	-6.4	-19.8
31	O=C(Cc1ccc(Cl)c(Cl)c1)NC1CCCCCC1	-1.6	-8.6	-1.7	-21.3	-21.7	0.1	-24.2	-5.2	0.7	-32.8	-11.1
32	CS(=O)(=O)c1ccccc1C(=O)N1CCN(Cc2ccccc2)CC1	-5.3	14.2	19.9	1.5	-9.0	7.9	10.4	10.7	-2.8	19.2	-15.9
33	Cc1ccc(OCC(=O)Nc2ccc(C(=O)O)cc2NC(=O)COc2ccc(C)c(C)c2)cc1C	-4.4	-6.9	8.9	-0.6	4.7	-2.5	-13.8	-1.4	-4.4	-11.7	6.8
34	CCOC(=O)CCNC(=O)Nc1cc2nc(C)n(Cc3cccc(Cl)c3)c2nc1C	1.6	6.6	4.2	2.2	3.4	-1.3	-13.3	7.9	-1.0	2.5	-6.8
35	Nc1ccc(C(=O)N2CCN(S(=O)(=O)c3ccc4c(c3)OCCCO4)CC2)cc1[N+](=O)[O-]	-6.9	-6.9	-2.8	8.1	16.5	-1.9	-11.2	-0.9	4.0	24.1	7.9
36	N#Cc1c(N2C(=O)c3ccc(C(=O)O)cc3C2=O)sc2c1CCCC2	5.0	-13.7	21.8	4.9	16.8	0.2	9.6	-1.0	-6.0	-4.7	5.9
37	NC(=O)N1CCN(CCCN2c3ccccc3Sc3cc(Cl)ccc32)CC1	0.3	-0.8	11.8	6.3	2.2	3.7	-2.8	-16.7	6.2	-11.8	1.1
38	Cc1nn(C)c(Cl)c1NC(=O)OCc1ccc(Cl)cc1Cl	4.8	24.3	9.1	15.2	53.2*	-0.5	33.7	-4.9	-1.4	28.7	11.4
39	CCOc1ccc(NC(=O)CN(C)C(=O)c2cc(C)on2)cc1OCC	-4.1	0.7	-1.0	7.4	-14.4	1.0	-8.7	-6.6	0.1	-14.5	6.0
40	CNC(=S)N(CCc1ccc(OC)c(OC)c1)Cc1cc2c(C)cc(C)cc2[nH]c1=O	-5.9	13.2	1.9	-0.9	-8.5	1.2	-1.6	0.2	-1.3	14.2	-12.5
41	CSc1ncc(C(=O)Nc2ccccc2Cl)c(C)n1	-1.9	-12.7	5.7	4.5	-11.7	-1.0	10.5	-18.2	4.0	-1.9	0.0
42	c1ccc(-c2ncnc3nc4n(c23)CCC4)cc1	-3.5	-11.1	12.5	5.4	-12.3	0.5	-13.7	6.1	-0.7	-6.1	1.2
43	COc1cccc(NCc2cc(=O)oc3cc(C)c(O)cc23)c1	10.0	-23.8	8.5	6.7	4.7	-2.7	-23.8	-3.3	-0.7	-7.7	-13.2
44	NNc1nnc2c3cc(F)ccc3n(CCc3ccccc3)c2n1	1.0	1.0	3.2	8.1	6.7	0.5	-21.7	-6.6	-6.5	-1.6	8.0
